Anthrax LF prot: inhibitors of Bacillus anthracis lethal factor protease | multiplex microsphere protease cleavage assay, LF | inhibition, % at 10 µM | 360,000 tested, 0.12% active; also: plate controls were buffer without enzyme for full effect and enzyme alone for no effect
Target sequence (P15917 whole entry, looked up): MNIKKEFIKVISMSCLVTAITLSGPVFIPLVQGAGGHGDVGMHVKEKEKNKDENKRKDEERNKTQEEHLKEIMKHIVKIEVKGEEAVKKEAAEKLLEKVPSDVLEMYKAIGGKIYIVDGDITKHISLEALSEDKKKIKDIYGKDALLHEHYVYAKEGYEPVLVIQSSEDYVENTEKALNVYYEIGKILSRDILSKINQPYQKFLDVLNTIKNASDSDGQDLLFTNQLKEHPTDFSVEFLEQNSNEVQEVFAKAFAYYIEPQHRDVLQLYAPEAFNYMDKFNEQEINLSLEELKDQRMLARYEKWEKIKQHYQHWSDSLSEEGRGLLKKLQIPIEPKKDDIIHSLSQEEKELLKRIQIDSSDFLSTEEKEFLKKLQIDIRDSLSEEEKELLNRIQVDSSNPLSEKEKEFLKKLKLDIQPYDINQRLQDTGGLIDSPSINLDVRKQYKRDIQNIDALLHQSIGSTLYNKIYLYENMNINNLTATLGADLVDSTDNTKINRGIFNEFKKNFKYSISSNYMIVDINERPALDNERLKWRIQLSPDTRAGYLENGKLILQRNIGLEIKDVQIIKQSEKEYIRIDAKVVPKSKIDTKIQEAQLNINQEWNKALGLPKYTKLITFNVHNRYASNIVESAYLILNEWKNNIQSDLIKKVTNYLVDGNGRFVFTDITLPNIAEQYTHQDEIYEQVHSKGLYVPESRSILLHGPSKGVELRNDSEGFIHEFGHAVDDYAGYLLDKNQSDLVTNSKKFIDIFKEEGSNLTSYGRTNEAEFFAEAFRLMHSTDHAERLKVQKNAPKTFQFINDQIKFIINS
Rv3671c protease: Rv3671c (M. tuberculosis) protease inhibition. P9WHR9. inhibition, % at 5.96 µM. 320,000 tested, 0.048% active. AID 2606; in the data active = inhibition above about 38%;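 also: extracellular domain of Rv3671c used as enzyme; 0% = enzyme with DMSO and 100% = no enzyme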
SSB-PriA inh: K. pneumoniae PriA-SSBct interaction inhibition; AlphaScreen SSBct-PriA binding, biotinylated peptide; inhibition, % at 33 µM; 430,000 tested, 0.6% active; in the data active = inhibition mostly above about 37%, no sharp cut-off; inactive = mostly below about 20%;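 also: plate controls were negative control peptide for no effect and reference peptide for full effect; strong numbers were not always called active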
SARS 3CLpro inh: SARS-CoV 3CLpro protease inhibition; recombinant SARS-CoV 3CLpro, quenched FRET peptide cleavage; inhibition, % at 6 µM; 290,000 tested, 0.14% active; in the data active = inhibition above about 12%
MazEF act: increases E. coli MazEF RNase cleavage of RNA; activation, % at 20 µM; AID 504720; FAM/BHQ RNA-DNA oligo cleavage fluorescence, 5 h; 350,000 tested, 0.32% active; in the data active = activation above about 50%
Target sequence (P0AE70 whole entry, looked up): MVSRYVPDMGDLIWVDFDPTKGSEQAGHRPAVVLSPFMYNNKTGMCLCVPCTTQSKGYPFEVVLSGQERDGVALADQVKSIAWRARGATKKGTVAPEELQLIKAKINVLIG
PrPC surface inh: inhibitors of human cell surface prion protein PrPC; P04156; TR-FRET read-out; inhibition, % at 13.8 µM; 370,000 tested, 0.43% active; in the data active = inhibition above about 24%; also: 0% = median of the test wells and 100% = reference compound wells
VHR inh abs: blocks human VHR1 dual specificity phosphatase; P51452; recombinant VHR phosphatase, pNPP absorbance; inhibition, % at 13.3 µM; 290,000 tested, 0.52% active; in the data active = inhibition above about 50%; also: some compounds called inactive have numbers as strong as hits
BoNT F protease: blocks Botulinum neurotoxin F light chain protease | AID 588497 | inhibition, % at 10 µM | Multiplex microsphere protease cleavage assay, flow cytometry | 360,000 tested, 0.22% active; in the data active = inhibition above about 35%, passing the limit was not always enough; inconclusive = no clear call, values can overlap the other calls; also: plate controls were buffer without enzyme for full effect and enzyme alone for no effect
BoNT-A LC inh2: BoNT A light chain protease inhibition; multiplex microsphere protease substrate cleavage, flow cytometry; inhibition, % at 10 µM; 360,000 tested, 0.17% active; AID 588499; also: plate controls were buffer without enzyme for full effect and enzyme alone for no effect
CCHFV vOTU inh: blocks the CCHF virus ovarian tumor domain protease. CCHFV vOTU protease, Pep-AMC fluorescence. inhibition, % at 11.5 µM. 370,000 tested, 0.55% active; in the data active = inhibition above about 30%; also: 0% = vehicle wells with enzyme and 100% = no enzyme wells
Numbers without * were called inactive; ? = inconclusive; · = not tested or not shown; & = joins results of further samples. Rule as the data show it, unless noted: active = inhibition above about 30%; inconclusive = no clear call, values can overlap the other calls; inactive = below that. Some of the compounds tested; rates above refer to the full screens.

1	Cc1ccc(Cn2cccc(-c3nc4ccccc4s3)c2=O)cc1
2	O=C(CSc1ccc2c(c1)OCCO2)Nc1ccc(Br)cn1
3	CCOC(=O)c1cc2occc2n1Cc1c(F)cccc1Cl
4	COC(=O)C1=C(CCc2ccccc2)NC(=O)NC1c1ccc(C#N)cc1 (centres undefined)
5	Cc1ccc(SCC(=O)NN2C(=O)c3ccccc3C2=O)cc1
6	Cn1c(CNC(=O)c2ccco2)nnc1SCCOc1ccccc1
7	O=C1C(c2ccccc2)CN1Cc1ccccc1 (centres undefined)
8	CN(/C=C/C(=O)C(F)(F)C(F)(F)F)Cc1ccccc1

Assay by compound | 1 | 2 | 3 | 4 | 5 | 6 | 7 | 8
Anthrax LF prot | -3 | 0 | -5 | -9 | 0 | -2 | -1 | -13
Rv3671c protease | -10 | -1 | -1 | -7 | 8 | · | · | -9
SSB-PriA inh | -33 | -1 | -8 | -10 | -8 | -8 | · | -8
SARS 3CLpro inh | -4 | 2 | 5 | · | 1 | -3 | · | -2
MazEF act | 74* | 0 | 0 | 3 | 0 | 6 | · | 0
PrPC surface inh | -5 | 6 | -1 | 9 | 1 | 1 | 2 | -8
VHR inh abs | 25 | 14 | 23 | · | -8 | 16 | · | 11
BoNT F protease | 4 | 3 | -44 | -6 | -10 | 7 | -4 | -34
BoNT-A LC inh2 | 3.0 | -1.1 | -1.9 | -0.4 | -1.3 | 0.1 | -0.4 | -8.4
CCHFV vOTU inh | -77 | -4 | 16 | -2 | -6 | -3 | 10 | 5

9	Cc1nn(C)cc1CN(C)Cc1ccc(OCC(O)CN2CCCCC2)cc1 (centres undefined)
10	CCCCN(CC)C(=O)CSc1cc(=O)n(C)c2ccccc12
11	COc1ccc(OCC(O)CN2CCCC2)cc1 (centres undefined)
12	COC(=O)c1ccc(CNC(=O)C2CCC(=O)N(Cc3ccccn3)C2)cc1 (centres undefined)
13	CC1(C)CC2(CC(C)(C(=O)CSc3nc4ccccc4s3)OC2=O)C(=O)O1 (centres undefined)
14	O=C(c1cc2nc(-c3ccccc3)cc(-c3ccccc3)n2n1)N1CCC2(CC1)OCCO2
15	Cc1ccc(/C=C/C(=O)Nc2cccc3ncccc23)o1
16	COc1ccc(N(C)C(=O)CCS(=O)(=O)c2cccc3nonc23)c(OC)c1

Assay by compound | 9 | 10 | 11 | 12 | 13 | 14 | 15 | 16
Anthrax LF prot | 3 | 3 | 2 | 1 | -2 | -2 | -1 | 11
Rv3671c protease | 10 | 2 | · | -1 | 7 | 2 | -2 | -2
SSB-PriA inh | 4 | 1 | 5 | -3 | -17 | -58 | -15 | -13
SARS 3CLpro inh | 4 | 3 | 7 | -1 | 0 | -2 | -3 | 0
MazEF act | 4 | 0 | 8 | 0 | -10 | -10 | 5 | -4
PrPC surface inh | -7 | 3 | -6 | 5 | 0 | 1 | 5 | -28
VHR inh abs | 22 | -6 | 18 | 84 | 23 | -9 | -4 | 17
BoNT F protease | -3 | 0 | ? | 6 | 0 | 2 | -8 | 23
BoNT-A LC inh2 | 0.0 | -0.9 | 1.3 | 0.5 | ? | 0.9 | 1.0 | 3.1
CCHFV vOTU inh | -10 | -2 | -11 | -3 | 2 | 0 | -11 | -1

17	CCOc1cc(/C=C(\CC(=O)O)c2nc3ccccc3s2)ccc1OC
18	O=C(CSc1nncn1-c1ccccn1)Nc1cccc(Cl)c1
19	CC(=O)Nc1ccc(N(C(=O)Cc2cccs2)C(C(=O)NC2CCCC2)c2ccncc2)cc1 (centres undefined)
20	Cc1cccc2nc(-c3ccco3)c(Nc3ccc4c(c3)OCCO4)n12
21	CCCS(=O)(=O)NC(=O)C1(C)CCCN(C(=O)c2ccccc2OC)C1 (centres undefined)
22	CC(NCC1COc2ccccc2O1)C(=O)NCc1ccccc1 (centres undefined)
23	CC1CC2OC2CC1COC(=O)C1CC2OC2CC1C (centres undefined)
24	Cc1ccc(CNC(=O)c2ccc(S(=O)(=O)N3CCCC3)cc2)cc1

Assay by compound | 17 | 18 | 19 | 20 | 21 | 22 | 23 | 24
Anthrax LF prot | -5 | 2 | 10 | -2 | -2 | 2 | 1 | 1
Rv3671c protease | -8 | 5 | 5 | -1 | · | 1 | · | ·
SSB-PriA inh | -3 | 2 | -4 | 2 | · | -11 | -9 | ·
SARS 3CLpro inh | 2 | 4 | 0 | 2 | · | -4 | · | ·
MazEF act | 1 | -2 | 11 | 3 | · | -1 | 11 | 3
PrPC surface inh | -3 | 0 | -4 | 2 | 7 | -2 | 2 | 4
VHR inh abs | 5 | 28 | 24 | 46 | · | 10 | · | ·
BoNT F protease | -3 | 2 | 15 | -5 | 7 | -2 | -3 | -1
BoNT-A LC inh2 | -0.1 | -0.6 | -1.5 | -0.1 | 0.1 | -0.3 | -0.8 | 0.1
CCHFV vOTU inh | 12 | 7 | -1 | -7 | 5 | 26 | 14 | -4

25	O=C(CCN1C(=O)/C(=C/c2cccs2)SC1=S)Nc1cccc(O)c1
26	O=C(C1=C(O)C(=O)N(CCN2CCOCC2)C1c1ccco1)c1cc2ccccc2o1 (centres undefined)
27	Cc1ccccc1-n1nc2c(c1NC(=O)c1cc3ccccc3oc1=O)CS(=O)(=O)C2
28	CCOc1ccccc1N1CCN(S(=O)(=O)c2ccc(F)c(F)c2)CC1
29	CCOc1ccc(CN(C)C(=O)CNC(=O)Cc2cccc3ccccc23)cc1
30	CCOC(=O)C1(C)CCCN(C(=O)CCc2ccccc2)C1 (centres undefined)
31	CC(Cn1cnc2ccccc21)C(=O)O (centres undefined)
32	O=C(COc1ccccc1Br)NC1CCCC1

Assay by compound | 25 | 26 | 27 | 28 | 29 | 30 | 31 | 32
Anthrax LF prot | 5 | -1 | · | -5 | 2 | -1 | -2 | -2
Rv3671c protease | -15 | -19 | 4 | -1 | 3 | · | 0 | 1
SSB-PriA inh | -5 | -2 | -9 | -10 | 15 | · | 1&-8 | -2
SARS 3CLpro inh | -1 | -4 | 0 | -2 | 2 | · | 1 | -2
MazEF act | 9 | 7 | 14 | -3 | -19 | · | 5 | 7
PrPC surface inh | 4 | -7 | 1 | 4 | 1 | -4 | 5 | 0
VHR inh abs | 6 | 2 | 17 | -2 | 7 | · | 31 | -1
BoNT F protease | 7 | -4 | · | -8 | 0 | 0 | -5 | 1
BoNT-A LC inh2 | 5.7 | 0.0 | · | -0.8 | 0.9 | -0.3 | -0.3 | 0.7
CCHFV vOTU inh | 3 | 6 | 8 | 5 | -2 | 2 | -11 | 2

33	COc1cccc2cc(C(=O)NC(C)c3ccccc3)c(=O)oc12 (centres undefined)
34	O=[N+]([O-])c1cccc(-n2nnnc2CN2CCCC2)c1
35	Cc1cccc(OCC(=O)Nc2cc(Cl)ccc2-n2cncn2)c1C
36	CCn1c(O)c(N=NC(=O)CNc2ccc(C)cc2)c2ccccc21
37	N#CC1=C2C=CC=CN2CC1=O
38	O=C(Nc1ccccc1Oc1ccccc1)c1ccccc1F
39	COC(=O)c1ccc(OCC2c3cc(OC)c(OC)cc3CCN2C(=O)C2CC2)cc1 (centres undefined)
40	COCCn1c(SCc2ccc(C(=O)OC)o2)nc2ccccc2c1=O

Assay by compound | 33 | 34 | 35 | 36 | 37 | 38 | 39 | 40
Anthrax LF prot | 1 | -6 | -2 | 0 | 1 | -1 | -1 | 0
Rv3671c protease | 11 | 3 | -2 | 1 | 1 | -2 | -8 | 4
SSB-PriA inh | 1 | -4 | -15 | 31 | 20 | -122 | 0 | -16
SARS 3CLpro inh | 7 | 2 | · | 2 | 3 | 1 | 2 | -1
MazEF act | 4 | 7 | -3 | 2 | -19 | -6 | 4 | 7
PrPC surface inh | 7 | -10 | -4 | -23 | -3 | -1 | 4 | -3
VHR inh abs | 13 | 16 | · | -8 | 8 | -3 | 3 | 28
BoNT F protease | -2 | -7 | -3 | 4 | -1 | -11 | -10 | 1
BoNT-A LC inh2 | -1.6 | -0.5 | 1.1 | 0.1 | -0.8 | -0.4 | 0.8 | 0.1
CCHFV vOTU inh | -13 | -6 | 11 | 12 | -3 | -8 | 2 | -10

41	Cc1cccc2c1N(CC(=O)OC(C)C)C(=O)C2=O
42	COc1ccc(NC(=O)Cn2c([N+](=O)[O-])cnc2C)c(OC)c1
43	CC(C)OC(=O)CC1C(=O)NCCN1C(=S)NC(=O)c1cccs1 (centres undefined)
44	Cc1ccc(S(=O)(=O)NCC(C)NS(=O)(=O)c2ccc(C)cc2)cc1 (centres undefined)
45	CC(=NO)c1cc(Br)c2cccc3c2c1CC3
46	Cc1ccc(C)c(C(=O)CSc2nnnn2C(C)C)c1
47	CS(=O)(=O)N1CCN(c2nc3ccccc3s2)CC1
48	CC(OC(=O)Cc1c[nH]c2ccccc12)C(=O)c1ccccc1 (centres undefined)

Assay by compound | 41 | 42 | 43 | 44 | 45 | 46 | 47 | 48
Anthrax LF prot | -4 | -7 | -1 | -3 | -4 | -19 | 0 | -11
Rv3671c protease | 2 | · | -14 | -2 | · | 0 | 12 | -12
SSB-PriA inh | -4 | · | -5 | -11 | · | -25 | 4 | -4
SARS 3CLpro inh | 4 | · | 5 | -1 | · | -1 | -1 | ·
MazEF act | 4 | -1 | 11 | 5 | 20 | 2 | 10 | -1
PrPC surface inh | -8 | -4 | -2 | 0 | -2 | -2 | -5 | 2
VHR inh abs | 16 | · | 22 | 7 | · | 13 | 26 | ·
BoNT F protease | 0 | -6 | 2 | -4 | 3 | -8 | -3 | -5
BoNT-A LC inh2 | 0.2 | 0.6 | 0.7 | 0.3 | -0.1 | -1.3 | -0.4 | -0.2
CCHFV vOTU inh | 8 | -1 | -2 | -8 | 6 | 2 | -8 | 1

49	O=C(CCOc1ccccc1)NNC(=O)c1ccccc1
50	O=C(O)c1ccc(N2C(=O)CSC2c2cccc([N+](=O)[O-])c2)cc1 (centres undefined)
51	O=C(CCNC(=O)c1ccc(Br)cc1)NCCCN1CCOCC1
52	CN1C(=O)NC(=O)C2(Cc3ccccc3N3CCOCC32)C1=O (centres undefined)
53	O=c1c2ccccc2[nH]c(=S)n1CCN1CCCC1
54	COc1ccc(-c2noc(CCC(=O)N3CCN(c4ccccc4C(F)(F)F)CC3)n2)cc1
55	Cc1n[nH]c(=O)c2c(NC(=O)COC(=O)c3ncc(Cl)c(Cl)c3Cl)oc(C)c12
56	CCn1c(=O)c2c(nc3n2CCN3c2ccccc2)n(C)c1=O
57	CC1(C(=O)NS(=O)(=O)c2ccc(C#N)cc2)CCN1C(=O)CC1CCCC1 (centres undefined)
58	Cc1cc(C)c2c(=O)[nH][nH]c2n1

Assay by compound | 49 | 50 | 51 | 52 | 53 | 54 | 55 | 56 | 57 | 58
Anthrax LF prot | 8 | -2 | -1 | 3 | -2 | 5 | 3 | 1 | 0 | -1
Rv3671c protease | -8 | 8 | 1 | 4 | 1 | · | -2 | 2 | · | ·
SSB-PriA inh | -15 | -13 | -3 | -10 | 1 | -1 | 0 | 0 | · | -5
SARS 3CLpro inh | · | 0 | · | -3 | 4 | · | · | -4 | · | ·
MazEF act | 11 | 4 | -4 | 5 | 2 | 5 | 3 | 8 | · | 6
PrPC surface inh | -1 | -10 | -4 | 3 | 0 | -2 | -8 | 2 | 1 | -3
VHR inh abs | · | -15 | · | 24 | 26 | · | · | -17 | · | ·
BoNT F protease | 3 | 4 | -7 | -6 | 1 | -3 | 4 | -2 | -2 | 4
BoNT-A LC inh2 | 0.1 | -1.1 | -0.2 | ? | -0.1 | -0.4 | 2.7 | 0.7 | -0.4 | -0.2
CCHFV vOTU inh | 5 | 13 | 0 | 7 | 1 | 3 | 3 | -13 | -9 | -9
